Bioassay records as filed in PubChem.
KCNH2 3.1 block: inhibitors of human KCNH2 3.1 potassium channel isoform; U2OS KCNH2 3.1, thallium flux FluxOr; hits give low values; activity change, % (tested at about 1.8 µM); 340,000 tested, 0.95% active; AID 720553;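 active means maximum activity change below -70%; inconclusive means maximum activity change from -70% to -50%; inactive means maximum activity change above -50%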;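 further: thallium influx rate constant from kinetic fluorescence after stimulation buffer; on the % scale 0 is the no-effect control and ±100 the full control effect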
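U2OS cells transduced with KCNH2 3.1 mutant virus (1.77 x 10^8 /mL, 4 h), plated overnight at 37 C, loaded 45 min with FluxOr dye plus Red40 quencher. Thallium flux rate constant from kinetic reads after stimulation buffer, normalised to controls.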
hERG WT inh: KCNH2 (human, wildtype) channel inhibition. Q12809. U2OS, BacMam KCNH2, thallium flux FluxOr; hits give low values. activity change, % at 1.84 µM. 340,000 tested, 0.37% active;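 active means maximum activity change below -70%; inconclusive means maximum activity change between -70% and -50%; inactive means maximum activity change above -50%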; further: on the % scale 0 is the no-effect control and ±100 the full control effect
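U2OS cells transduced with wild-type KCNH2 virus are loaded with FluxOr dye for 45 min, and thallium flux is measured in kinetic reads before and after stimulation buffer. Rate constants are normalized to DMSO controls.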
TSHR antagonist: antagonists of human thyroid stimulating hormone receptor; TSHR-expressing cells, TSH-stimulated cAMP HTRF, 2 h; hits give low values; 330,000 tested, 0.2% active; activity change, negative = inhibition, % at 11.5 µM;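 active means activity change below a set negative limit, meaning inhibition stronger than a set level, cut at about -70% in these data; inconclusive means activity change between two set negative limits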; further: on the % scale 0 is the no-effect control and ±100 the full control effect
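TSHR-expressing cells were treated with compounds, then stimulated with TSH at EC80 (4nM final) for 2 hours at 37 deg C. Cellular cAMP was measured by HTRF competition between lysate cAMP and cAMP-d2 for a cryptate-labelled anti-cAMP antibody.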
ELG1 repair inh: ELG1-dependent DNA repair inhibition; HEK293T ELG1-luciferase reporter, luminescence, 16 h; DNA damage induced by 5-fluorouridine; 330,000 tested, 2.3% active; Potency, µM (titrated, usually from 46.1 µM), for inactives: at the highest dose activity change, negative = inhibition, most hits filed as inhibitors; further: potency means the concentration at half of the fitted maximal effect; on the % scale 0 is the no-effect control and ±100 the full control effect; nearly all actives have a fitted effect of over 55% in size
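Reporter activity after DNA damage by 5-fluorouridine is monitored. Compound-treated cells incubate 16 hr at 37 °C, then ONE-Glo is added for 30 min before luminescence reading.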
TRPV1 ag: human TRPV1 agonism; activation, % at 8.33 µM; Q8NER1; TRPV1-expressing cells, Fluo-8 calcium influx, agonist mode; 320,000 tested, 0.19% active; in the data active means activation above about 80%; inconclusive means between about 30% and that limit; further: 0% is about no effect
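Fluo-8 calcium influx in TRPV1-expressing cells, kinetic read (ex 480/em 520 nm). Compound added and read 3 min for agonist activity, followed by capsaicin at EC20 final and 2 min further read for enhancement.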
USP2a block: USP2a (human) protease inhibition; O75604; 330,000 tested, 0.01% active; USP2 core, Ub-CHOP2 coupled fluorogenic reporter, 485/531; Potency, µM (top dose mostly 38.3 µM), without a hit: at the highest dose activity change, negative = inhibition, hits mostly inhibitors;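 further: potency means the concentration at half of the fitted maximal effect; plate controls were DMSO wells for no effect and full inhibition by NEM control for full effect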
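Cell-free coupled assay: 10nM USP2 core preincubated 30min RT with compound in Tris-HCl pH 8.0/CaCl2/CHAPS buffer, then 25nM Ub-CHOP2 and 25nM reporter substrate; fluorescence (Ex 485/Em 531) read after 60min RT, normalized to NEM inhibition, concentration-response curves fitted.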
Mito fusion yeast: inhibitors of mitochondrial division or activators of mitochondrial fusion; S. cerevisiae fusion-defective mutant growth rescue, CellTiterGlo 48 h; 320,000 tested, 0.23% active; Potency, µM (titrated, usually from 46.1 µM), without a hit: top-dose growth rescue (activation), hits mostly activators;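 further: potency means the concentration at half of the fitted maximal effect; % of control where 0% means no effect; nearly all actives have a fitted effect of over 45% in size; temperature-sensitive fusion mutants such as fzo1-1 at 37 °C on non-fermentable ethanol glycerol medium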
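Compounds are tested for their ability to restore growth of mitochondrial fusion-defective yeast strains at non-permissive 37C in YPEG medium over 48 hours. Viability is quantified by luciferase luminescence.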
Eya2 phos inh: inhibitors of human Eya2 phosphatase activity. recombinant Eya2, OMFP fluorescence dephosphorylation (OMFP is methylfluorescein phosphate). Potency, µM (top dose mostly 76.9 µM), inactives show at the highest dose activity, negative = inhibition, hits mostly inhibitors. O00167. 330,000 tested, 0.006% active; further: potency means the concentration at half of the fitted maximal effect; on the % scale 0 is the no-effect control and ±100 the full control effect
Target sequence (O00167 whole entry, looked up): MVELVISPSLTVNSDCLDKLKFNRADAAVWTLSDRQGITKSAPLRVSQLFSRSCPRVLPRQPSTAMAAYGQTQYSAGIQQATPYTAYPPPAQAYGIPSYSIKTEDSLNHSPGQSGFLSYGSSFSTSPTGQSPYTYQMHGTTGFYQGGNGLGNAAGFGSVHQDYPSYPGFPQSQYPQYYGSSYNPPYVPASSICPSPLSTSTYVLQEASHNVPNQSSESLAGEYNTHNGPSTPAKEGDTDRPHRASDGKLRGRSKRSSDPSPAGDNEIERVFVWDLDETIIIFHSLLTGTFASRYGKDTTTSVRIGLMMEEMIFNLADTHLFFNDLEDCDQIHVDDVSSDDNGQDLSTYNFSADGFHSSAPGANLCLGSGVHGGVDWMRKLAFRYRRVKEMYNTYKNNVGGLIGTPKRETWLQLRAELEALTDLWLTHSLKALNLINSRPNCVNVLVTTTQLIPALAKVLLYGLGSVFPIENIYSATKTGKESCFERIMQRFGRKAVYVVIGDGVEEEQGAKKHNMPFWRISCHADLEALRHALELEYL
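Eya2 (0.2 uM) preincubated 10 min at ambient with compound, then OMFP substrate added at 50 uM; 10 min reaction in 50 mM HEPES pH 7.5, 50 mM NaCl, 5 uM MgCl2, 0.05% BSA, 1 mM DTT. Fluorescence read at Ex 485/Em 525 nm.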
AT treatment: potential ataxia-telangiectasia treatments restoring KAP-1 phosphorylation | 320,000 tested, 0.19% active | […] A-T fibroblasts, KAP-1 phosphorylation AlphaLISA; neocarzinostatin DNA damage 30 min before lysis | Potency, µM (highest dose often 57.5 µM), inactives show at the top dose activation, usual class: activators; further: potency means the concentration at half of the fitted maximal effect; % of control where 0% means no effect; nearly all actives have a fitted effect of over 45% in size
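hTERT-immortalized A-T patient fibroblasts ([…]), 500 cells/well in OPTI-MEM, 1% FBS, got compounds for 60 min, then NCS for 30 min at 37C. Lysates were then assayed for phospho-KAP-1 by AlphaLISA (anti-pKAP1 donor, anti-KAP1 acceptor beads), 6 hr at 25C.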
TCR activator: activators of T cell receptors; primary human leukocytes, anti-CD3, IL-2 HTRF, 48 h; Potency, µM (highest dose often 9.22 µM), for inactives: at the top dose activation of IL-2 secretion, most hits filed as activators; 330,000 tested, under 10 active; further: % of control where 0% means no effect
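Readout: HTRF IL-2, Eu-cryptate/d2 antibody pair, 320nm excitation, 665nm emission. Stimulus: a-CD3 beads, no co-stimulation. Cells: primary human leukocytes. Exposure: 48 hr with compound.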
Numbers without * were called inactive; u = inconclusive; x = not tested or not shown; & = joins results of further samples; [ ] = dose if it differs, or a comment. Unless noted, the call rests on the fitted dose curve; in most records, active means well fitted curve in the direction sought with a large enough effect; inconclusive means small, poorly fitted or top-dose-only effect, or another doubt; inactive means no such curve, though single readings can be large; an effect the other way counts as inactive or inconclusive. An excerpt; count on the stated rates, not on these rows.

smiles	KCNH2 3.1 block	hERG WT inh	TSHR antagonist	ELG1 repair inh	TRPV1 ag	USP2a block	Mito fusion yeast	Eya2 phos inh	AT treatment	TCR activator
CCCc1c(C(=O)N/N=C/C(C)=C/c2ccco2)nnn1-c1nonc1N	2.7	3.3	-0.5	-16.8%	3.7	-1.9%	1.2%	6.8%	10.1%	0.0%
Cc1ccc(C)c(Cc2c(C)nc3c(C(=O)NCc4ccc5c(c4)OCO5)cnn3c2C)c1	x	x	4.3	u	3.8	3.5%	10.6%	16.4%	0.4%	x
Cc1ccc(OCCOC(=O)CCc2nc3ccccc3c(=O)[nH]2)cc1	-7.2	-1.9	-3.3	4.6%	4.3	12.3%	0.2%	9.2%	-2.1%	-1.2%
Cc1onc(-c2c(F)cccc2Cl)c1C(=O)OCC(=O)c1c(N)n(C)c(=O)n(C)c1=O	-4.9	-2.1	-7.9	u	12.4	1.5%	-10.4%	15.5%	9.4%	2.4%
Cc1ccc(NC(=O)CN2CC(C)SC2=NC2CCCCC2)cc1 (stereo not drawn)	-22.7&-7.4	18.7&5.7	2.4	-0.8%	0.5	1.5%	-5.2%	9.7%	1.5%	-1.5%&-2.4%
CCS(=O)(=O)c1nc(S(=O)(=O)c2ccc(C)cc2)c(NCCCN(C)C)s1	15.8	9.6	27.3	16.4%	6.7	-2.2%	3.5%	-2.0%	4.6%	3.6%
CCOc1ccc(-n2c(C)nc3cc(C(=O)NCc4ccc5c(c4)OCO5)ccc32)cc1	22.0	5.7	-17.9	-1.2%	-2.1	-1.0%	13.0%	-0.1%	-3.6%	-3.3%[46.1 µM]
CCOc1ccccc1N1CCN(C(=O)C(Sc2ccccc2)c2ccccc2)CC1 (stereo not drawn)	-14.7	-2.4	-8.8	u	10.3	-8.2%	3.5%	u	4.9%	2.1%
O=S(=O)(NCCC1=CCCCC1)c1ccc(Br)cc1	4.5	-6.7	-18.9	-6.5%	10.0	-0.9%	3.7%	-2.0%	12.3%	-10.1%
COc1ccc(OC)c(C2CC(=O)Nc3cc(OC)c(OC)c(OC)c32)c1 (stereo not drawn)	23.7	5.5	14.2	u	2.2	1.1%	2.4%	1.5%	4.7%	-50.1%
COc1ccc(-c2cn(-c3ccc(C)c(C)c3)c(=S)[nH]2)cc1OC	8.1	21.7	4.3	0.1%	-0.6	1.1%	-31.2%[inhibitor]	11.1%	8.8%	3.2%
CCOC(=O)[C@H]1[C@H]2COc3ccc(C)cc3[C@@H]2N2C(=O)c3cc(OC)c(OC)cc3NC(=O)[C@@]12C	x	x	-4.4	20.1%	1.8	-1.5%	-4.1%	-8.6%	3.0%	-0.3%
CCN(CC)C(=O)CC(c1ccc(OC)cc1)c1c(OC)cc(OC)c2ccc(=O)oc12 (stereo not drawn)	18.6	-8.5	-5.8	12.6%	10.0	8.9%	10.1%	-4.7%	-12.9%	-6.5%
C/C(=N/NC(=O)CNC(=O)c1cccnc1)c1ccc(Cl)cc1	1.7	-9.4	-1.4	-0.7%	-0.2	6.3%	3.8%	3.9%	-9.1%	0.7%
COc1cccc(-n2c(C)cc(/C=C3/C(=N)N4C(=NC3=O)SN=C4S(C)(=O)=O)c2C)c1	-5.5	-3.8	-18.1	u	-3.1	0.2%	3.8%	-8.1%	-2.3%	-1.7%
COC(=O)c1ccc2c(c1)N(C)C(=O)CS2	-16.2	-26.2	0.3	5.8%	-2.8	-6.3%	1.3%	-3.8%	x	-7.4%
O=C1CC(c2ccc(F)cc2)Cc2nc(N3CCc4ccccc43)ncc21 (stereo not drawn)	x	x	21.2	6.8%	-2.8	-7.4%	0.3%	-1.1%	29.7%	x
O=C(Nc1ccccc1N1CCCC1)C1CCN(S(=O)(=O)c2ccccc2)CC1	9.1	-18.9	3.9	-20.3%	8.2	-0.1%	2.8%	14.0%	-7.1%	1.4%
Cc1c(C(=O)N2CCC(C)CC2)oc2ccc(S(=O)(=O)N3CCC4(CC3)OCCO4)cc12	7.1	-14.1	8.5	u	13.9	-0.4%	-0.4%	19.0%	-0.2%	1.1%
COc1c(OC)c(O)c2c(=O)cc(-c3c(O)cccc3O)oc2c1OC	-5.3	-22.3	-4.1	u	-0.5	2.9%	-0.5%	-11.8%	x	-1.5%
Cc1ccc(C(=O)NCC(=O)OCCCOC(=O)CNC(=O)c2ccc(C)c(C)c2)cc1C	-6.8	4.8	10.5	7.7%	-1.7	1.9%	2.1%	6.5%	-3.8%	-0.6%
Cc1c2c(nc3nnnn13)CCCC2	-0.5	-3.9	6.8	11.4%	-5.3	-0.2%	4.8%	11.8%	-2.0%	-2.9%
Cc1cc(C)cc(NC(=S)N2CCC(c3nc4ccccc4s3)CC2)c1	3.5	-12.0	42.4	-4.0%	u	1.0%	-11.5%	11.0%	-5.0%	3.4%
CCNc1ccc2c(Cl)cc(=O)oc2c1	0.2	4.3	13.5	12.8%	18.7	-2.4%	-1.1%	-1.5%	5.6%	-35.9%
CCOC(=O)C1=C(O)/C(=C/c2ccc(OCC(=O)O)c(OC)c2)SC1=Nc1ccc(OC)cc1	-12.5	-1.5	7.7	0.9%	2.0	6.3%	0.6%	-7.9%	-5.4%	u

The closing 2 records of the section before lead into the next.
smiles	KCNH2 3.1 block	hERG WT inh	TSHR antagonist	ELG1 repair inh	TRPV1 ag	USP2a block	Mito fusion yeast	Eya2 phos inh	AT treatment	TCR activator
CCNc1ccc2c(Cl)cc(=O)oc2c1	0.2	4.3	13.5	12.8%	18.7	-2.4%	-1.1%	-1.5%	5.6%	-35.9%
CCOC(=O)C1=C(O)/C(=C/c2ccc(OCC(=O)O)c(OC)c2)SC1=Nc1ccc(OC)cc1	-12.5	-1.5	7.7	0.9%	2.0	6.3%	0.6%	-7.9%	-5.4%	u
C=CCn1c(SCc2ccc(C#N)cc2)nnc1-c1cccc(OC)c1	-2.2	14.7	-3.7	u	26.8	-0.7%	5.4%	-6.9%	-2.2%	-8.7%
CC(=O)c1ccc(S(=O)(=O)NC2CC(=O)N(c3ccc(C)cc3)C2)cc1 (stereo not drawn)	5.2	-3.7	-6.0	-7.7%	2.6	-1.6%	-2.5%	8.4%	21.0%	-0.6%
N#CCc1ccc(NC(=O)c2ccccc2C(=O)Nc2ccc(CC#N)cc2)cc1	22.9	7.1	4.8	12.4%	1.5	0.4%	4.3%	8.7%	3.9%	-3.3%
COCCCNC(=O)C[C@H]1C[C@H](C(=O)N2CCOCC2)[C@@]2(C)c3[nH]c4cc(CCC(=O)N(C)C)ccc4c3CCN2C1=O	6.5	-13.2	0.6	u	x	2.6%	x	-1.5%	-2.7%[11.5 µM]	3.4%[46.1 µM]
Fc1ccc(-[n+]2nc(Nc3ccccc3)sc2-c2c3ccccc3cc3ccccc23)cc1	7.6	-22.2	50.2	4.61µM*	-5.2	-3.1%	-18.1%	-12.3%	1.1%	-5.5%
CCCOc1cccc(C(=O)NC(=S)Nc2ccc(N3CCN(C)CC3)cc2)c1	-47.3	-13.6	3.7	5.7%	2.9	0.3%	1.5%	15.2%	1.9%	-3.4%
COc1ccc(-c2nc(CS(=O)CC(=O)NCc3ccc(C)cc3)c(C)o2)cc1OC (stereo not drawn)	21.8	14.2	6.8	-13.4%	23.7	-2.2%	-15.6%	-15.2%	-1.1%	-1.2%
COc1ccccc1Oc1ccc(S(=O)(=O)N2CCOCC2)cc1S(=O)(=O)N1CCOCC1	-22.3	-1.1	-0.9	3.2%	u	0.1%	2.6%	-21.1%	4.5%	-1.3%[46.1 µM]
CCOc1ccc(NC(=O)Nc2ccc3c(c2)nc(C)n3C)cc1	-30.8	3.0	5.3	21.3%	-3.2	0.3%	-3.4%	4.3%	-9.9%	-2.7%
O=C(NCc1ccc2c(c1)OCO2)C1CC(=O)N(CCc2ccc(F)cc2)C1 (stereo not drawn)	-2.6	3.1	-7.4	-4.2%	-3.6	-1.6%	0.3%	-2.2%	-3.0%	4.2%
CCOC(=O)C1=C(C)N=C(SC)N(C)C1c1ccccc1 (stereo not drawn)	-1.6	-6.4	0.9	21.8%	u	-0.6%	2.2%	19.4%	-4.8%	3.2%
